12-LOX inh: inhibitors of human 12S-lipoxygenase ALOX12. P18054. actives 1.1% (n = 580,000). Potency, µM (titrated, usually from 108 µM), without a hit: at the highest dose activity change, negative = inhibition, actives largely listed as inhibitors. AID 1671190. purified 12hLO, xylenol orange hydroperoxide absorbance; active means well fitted inhibition curve with a large enough effect; inconclusive means small, poorly fitted or top-dose-only effect, or another doubt; inactive means no such curve, though single readings can be large or run the other way; further: potency means the concentration at half of the fitted maximal effect
Target sequence (P18054 whole entry, looked up): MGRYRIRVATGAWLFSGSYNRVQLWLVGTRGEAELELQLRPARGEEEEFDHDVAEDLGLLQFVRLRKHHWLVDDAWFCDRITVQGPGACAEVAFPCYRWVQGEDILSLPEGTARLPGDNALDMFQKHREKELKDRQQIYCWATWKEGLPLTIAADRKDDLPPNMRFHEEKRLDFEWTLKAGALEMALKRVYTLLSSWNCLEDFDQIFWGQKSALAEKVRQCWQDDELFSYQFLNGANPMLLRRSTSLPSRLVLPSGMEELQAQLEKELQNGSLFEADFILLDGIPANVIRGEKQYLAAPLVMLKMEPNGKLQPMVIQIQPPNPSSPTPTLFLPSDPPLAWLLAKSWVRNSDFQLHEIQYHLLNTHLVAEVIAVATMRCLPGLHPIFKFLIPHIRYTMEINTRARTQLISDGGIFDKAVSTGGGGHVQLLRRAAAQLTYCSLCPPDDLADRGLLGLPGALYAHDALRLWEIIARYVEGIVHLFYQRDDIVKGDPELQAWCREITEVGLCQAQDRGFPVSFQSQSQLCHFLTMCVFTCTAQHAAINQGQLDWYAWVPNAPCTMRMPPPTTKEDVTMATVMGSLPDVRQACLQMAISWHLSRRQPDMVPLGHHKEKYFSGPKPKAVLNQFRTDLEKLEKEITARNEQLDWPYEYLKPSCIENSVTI
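Purified human 12hLO (150 nM final) in 25 mM Hepes, 0.01% Triton X-100, pH 7.0 was preincubated 15 min at room temperature with compound. Then 40 uM arachidonic acid was added, 30 min. Hydroperoxide was read by Fe-XO absorbance ratio 573/405 nm.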
LDHA inh: blocks human lactate dehydrogenase A | P00338 | purified LDHA, NADH/diaphorase-resazurin fluorescence; active compounds read low | activity change, % (values are at about 110 or 230 µM) | actives 0.15% (n = 480,000) | AID 1347041; in the data active means activity change below about -30%; inconclusive means mostly about -25% to -30%;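 further: plate controls were DMSO wells for no effect and wells without enzyme for full effect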
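Human LDH5 (2 nM) was incubated with 0.06 mM NADH and 0.2 mM pyruvate for 5 min at room temperature in Tris pH 7.4. Remaining NADH was coupled through diaphorase/resazurin, and resorufin fluorescence was read at 0 and 20 min.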
* hit, by the source's call; [ ] = remark or other dose. Unless noted, on the % scale 0 is the no-effect control and ±100 the full control effect. This is a subset, so the mix of outcomes need not match the whole.

For CCOC(=O)c1cccc(NC(=O)CCC2CCCCC2)c1 the results were 12-LOX inh 7% and LDHA inh 6.
`O=S(=O)(CCSc1nncs1)c1ccccc1` gave 12-LOX inh -34% and LDHA inh 6.
Cc1ccc(C(=O)NC(C)C2CC3CCC2C3)s1 (stereo unspecified) was read as 12-LOX inh -19% and LDHA inh -7.
Screening CCc1ccc(-c2nc(C(=O)N3CCN(C(C#N)c4ccc(F)cc4)CC3)cs2)cc1 (stereo unspecified) returned 12-LOX inh inconclusive and LDHA inh -9.
Screening Cc1cc(OC(=O)c2ccccc2Cl)cc(OC(=O)c2ccccc2Cl)c1 returned 12-LOX inh inconclusive and LDHA inh -6.
For NC(=O)N/N=C/c1ccccc1Br the results were 12-LOX inh -5% and LDHA inh 10.
For O=C(c1[nH]c(C(F)(F)F)nc1-c1ccccc1)N1CCCCC1 the results were 12-LOX inh -10% and LDHA inh -3.
For COC(=O)C(=C/C=C/c1ccccc1)C(=O)OC the results were 12-LOX inh -15% and LDHA inh 10.
For Cc1ccc(CNC(=O)c2cnn(C)c2-n2cccc2)cn1 the results were 12-LOX inh 67%[activator] and LDHA inh -1.
Screening CCOC(=O)C(C)Sc1nnc(CSc2ncccn2)n1-c1ccc(F)cc1 (stereo unspecified) returned 12-LOX inh -18% and LDHA inh 0.
For Fc1ccc(C2=Nc3ccc(Cl)cc3NC(c3cccs3)=N2)cc1 the results were 12-LOX inh 46%[activator] and LDHA inh -4.
COc1cc(NC(=O)COC(=O)c2cccc(S(=O)(=O)N3CCc4ccccc43)c2)cc(OC)c1 was read as 12-LOX inh 10% and LDHA inh -6.
Screening CCOc1ccccc1NC(=O)Cc1nc(-c2cccs2)oc1C returned 12-LOX inh -6% and LDHA inh 7.
For Cc1nc2ccc(C(=O)NC3CCN(Cc4ccccc4)CC3)cc2nc1C the results were 12-LOX inh 5% and LDHA inh 8.
`CCOc1cccc2c(C)nc(Nc3nc(C)c(CC)c(=O)[nH]3)nc12` gave 12-LOX inh -6% and LDHA inh 4.
For CCCCCCCCCCSCC(=O)OCC(=O)c1ccc(-c2ccccc2)cc1 the results were 12-LOX inh inconclusive and LDHA inh 9.
For CC(C)(C)C1CCc2c(sc(/N=C/c3ccc(I)s3)c2C#N)C1 (stereo unspecified) the results were 12-LOX inh -6% and LDHA inh 4.
For Cc1ccc(C)c(OCC(O)Cn2nc(-c3ccco3)oc2=O)c1C (stereo unspecified) the results were 12-LOX inh 1% and LDHA inh 5.
For CC1(C)Cc2c(sc3c2c(=O)n(CCO)c(=O)n3CCCc2ccccc2)CO1 the results were 12-LOX inh 43%[activator] and LDHA inh -4.
For CN(C)CCNCc1ccc2c(c1)OCO2 the results were 12-LOX inh inconclusive and LDHA inh 8.
For CCCCNC(=O)C1(C)CCN1C(=O)c1ccncc1 (stereo unspecified) the results were 12-LOX inh 0% and LDHA inh -4.
Screening COc1ccc(OCCOC(=O)CCC(=O)c2ccc3c(c2)OCCO3)cc1 returned 12-LOX inh -12% and LDHA inh 10.
Screening N#Cc1cn(CC(=O)NC2CCCCC2)c2ccccc12 returned 12-LOX inh 25% and LDHA inh 0.
Cc1ccc(SCc2ccc(C(=O)Nc3c(C)cc(C)cc3C)cc2)cc1 was read as 12-LOX inh -24% and LDHA inh -24.
Cc1cccc(C)c1NC(=O)CC(C)(C)CC(=O)O was read as 12-LOX inh -4% and LDHA inh 8.
For CCCCc1c(-c2ccc(OC)c(OC)c2)ncn1CCc1ccccc1OC the results were 12-LOX inh inconclusive and LDHA inh 4.
Screening O=C(O)C1(Cc2nc3ccccc3s2)CCCC1 returned 12-LOX inh -20% and LDHA inh -1.
Screening CC1(C)Cc2cccc(OCc3ccc(C(=O)NC4CCCC4)cc3)c2O1 returned 12-LOX inh -22% and LDHA inh 3.
`COc1ccc(/C(C)=N/O)c(F)c1` gave 12-LOX inh 43%[activator] and LDHA inh 8.
`CCN(C(=O)Cn1nc(C(N)=O)c2ccccc2c1=O)C1CCCC1` gave 12-LOX inh -17% and LDHA inh 3.
`O=C(c1[nH]c(C(F)(F)F)nc1-c1ccccc1)N1CCC2(CC1)C(=O)NCN2c1ccccc1` gave 12-LOX inh inconclusive and LDHA inh -5.
CCN(CC)CCCNC(=O)c1cccs1 was read as 12-LOX inh -2% and LDHA inh 8.
For O=C(c1cc2cc([N+](=O)[O-])ccc2oc1=O)N1CCCCC1 the results were 12-LOX inh -8% and LDHA inh 3.
`O=C1COc2ccc(-c3csc(Nc4ccccc4C(F)(F)F)n3)cc2N1` gave 12-LOX inh inconclusive and LDHA inh 10.
For O=Cc1c(-c2cc(Cl)c(Cl)cc2Cl)[nH]c2ccccc12 the results were 12-LOX inh -25% and LDHA inh -11.
Screening O=[N+]([O-])c1cccc(N/N=C/c2ccc3ncccc3c2)c1 returned 12-LOX inh inconclusive and LDHA inh 4.
`c1ccc2c(C(c3nnnn3-c3ccc4c(c3)OCCO4)N3CCOCC3)ccnc2c1` (stereo unspecified) gave 12-LOX inh 0% and LDHA inh -4.
Screening O=C(Nc1ccc(F)cc1)c1nc(S(=O)(=O)Cc2ccc(F)cc2)ncc1Cl returned 12-LOX inh inconclusive and LDHA inh -11.
For COc1ccc2c(c1)O/C(=C\c1ccc(OS(C)(=O)=O)c(OC)c1)C2=O the results were 12-LOX inh -28% and LDHA inh 14.
Screening CCOC(=O)CSC(C)C(=O)NCC1CCCCC1 (stereo unspecified) returned 12-LOX inh -24% and LDHA inh 8.
C/C=C(\C)C(=O)OC1Cc2c(ccc3ccc(=O)oc23)OC1(C)C (stereo unspecified) was read as 12-LOX inh -5% and LDHA inh 7.
`COC(=O)c1c(C)[nH]c(C(=O)CSc2nncn2C)c1C` gave 12-LOX inh -1% and LDHA inh -1.
C/C=C/C=C/C(=O)Nc1c(C)cccc1C(C)C was read as 12-LOX inh -25% and LDHA inh 3.
`COc1cc(OC)cc(C(=O)Nc2ccc3oc(-c4ccccc4F)cc(=O)c3c2)c1` gave 12-LOX inh inconclusive and LDHA inh -1.
COC(=O)[C@@]1(Cc2ccc(F)cc2)[C@H]2c3cc(C(=O)N4CCCC4)n(C)c3C[C@H]2CN1C(=O)c1ccccc1 was read as 12-LOX inh -9% and LDHA inh 2.
Screening C[C@@H]1CN([C@H](C)CO)C(=O)CCCn2cc(nn2)CO[C@H]1CN(C)C(=O)c1ccc(N2CCN(C)CC2)cc1 returned 12-LOX inh 15% and LDHA inh -4.
Screening COC(=O)CSc1nc2ccccc2c(=O)n1-c1cc(OC)ccc1OC returned 12-LOX inh -52% and LDHA inh 13.
`CCCNC(=O)C1(C)CCCN(C(=O)c2cccc(C#N)c2)C1` (stereo unspecified) gave 12-LOX inh -3% and LDHA inh -8.
For Clc1ccccc1Nc1nc(NCc2ccccc2)nc2ccsc12 the results were 12-LOX inh inconclusive and LDHA inh -6.
Screening Cc1cccc(-c2cnc(C(O)c3ccc4ccccc4c3)[nH]2)c1 (stereo unspecified) returned 12-LOX inh -9% and LDHA inh -13.
COc1ccc(NC(=O)CCc2c(OC)nc3c(c(C)nn3-c3ccccc3)c2C)cc1 was read as 12-LOX inh -16% and LDHA inh -5.
For C=CCNc1nc2c(c(=O)[nH]c(=O)n2C)n1CCCC the results were 12-LOX inh 34% and LDHA inh -7.
OC(c1ccc(F)cc1)c1nc(-c2ccc(F)c(Cl)c2)cs1 (stereo unspecified) was read as 12-LOX inh inconclusive and LDHA inh -3.
`Cc1ccccc1-c1nnc(SCc2cn3cccc(C)c3n2)o1` gave 12-LOX inh inconclusive and LDHA inh 6.
O=C(N/N=C/c1ccccc1Br)c1cccs1 was read as 12-LOX inh 1% and LDHA inh -15.
Fc1cccc(Oc2ccc(CNc3ncccn3)cn2)c1 was read as 12-LOX inh 2% and LDHA inh 14.
For O=C(c1cc(Cl)ccc1F)N1CCN(Cc2nnnn2C2CC2)CC1 the results were 12-LOX inh inconclusive and LDHA inh 3.
For O=C(COC(=O)c1ccc2c(c1)-c1ccccc1C2=O)c1cccc([N+](=O)[O-])c1 the results were 12-LOX inh 4% and LDHA inh -2.
COc1ccc(C)cc1NC(=O)NC(C(=O)N1CCc2ccccc21)C(C)C (stereo unspecified) was read as 12-LOX inh -19% and LDHA inh 11.
COc1ccc(C(C)(O)c2nc(-c3cnc4ccccc4c3)cs2)cc1 (stereo unspecified) was read as 12-LOX inh 4% and LDHA inh -2.

Molecules listed so far with a Cl atom (7):
Screening Cc1cc(OC(=O)c2ccccc2Cl)cc(OC(=O)c2ccccc2Cl)c1 returned 12-LOX inh inconclusive and LDHA inh -6.
For Fc1ccc(C2=Nc3ccc(Cl)cc3NC(c3cccs3)=N2)cc1 the results were 12-LOX inh 46%[activator] and LDHA inh -4.
For O=Cc1c(-c2cc(Cl)c(Cl)cc2Cl)[nH]c2ccccc12 the results were 12-LOX inh -25% and LDHA inh -11.
Screening O=C(Nc1ccc(F)cc1)c1nc(S(=O)(=O)Cc2ccc(F)cc2)ncc1Cl returned 12-LOX inh inconclusive and LDHA inh -11.
For Clc1ccccc1Nc1nc(NCc2ccccc2)nc2ccsc12 the results were 12-LOX inh inconclusive and LDHA inh -6.
OC(c1ccc(F)cc1)c1nc(-c2ccc(F)c(Cl)c2)cs1 (stereo unspecified) was read as 12-LOX inh inconclusive and LDHA inh -3.
For O=C(c1cc(Cl)ccc1F)N1CCN(Cc2nnnn2C2CC2)CC1 the results were 12-LOX inh inconclusive and LDHA inh 3.

Reprinted at random: four compounds from above
`CCCNC(=O)C1(C)CCCN(C(=O)c2cccc(C#N)c2)C1` (stereo unspecified) gave 12-LOX inh -3% and LDHA inh -8.
CCN(CC)CCCNC(=O)c1cccs1 was read as 12-LOX inh -2% and LDHA inh 8.
For CCCCCCCCCCSCC(=O)OCC(=O)c1ccc(-c2ccccc2)cc1 the results were 12-LOX inh inconclusive and LDHA inh 9.
Fc1cccc(Oc2ccc(CNc3ncccn3)cn2)c1 was read as 12-LOX inh 2% and LDHA inh 14.

(more compounds)
NC(=O)c1ccc(NC(=O)CCc2ncc(-c3ccccc3F)o2)cc1 was read as 12-LOX inh inconclusive and LDHA inh -2.
Screening CCCn1c(=O)n(CC(=O)Nc2ccc(N3CCCCCC3)cc2)c(=O)c2c1nc(C)n2CCOC returned 12-LOX inh inconclusive and LDHA inh 0.
Screening CC1(C)CCc2cc3c4c(/c(=N\O)oc3cc2O1)CCCC4 returned 12-LOX inh inconclusive and LDHA inh 4.
O=C(COc1ccc(Cl)cc1)Nc1nc2n(n1)C(c1ccccc1)CC(=O)N2 (stereo unspecified) was read as 12-LOX inh 40%[activator] and LDHA inh 2.
Screening COc1ccc(CNC(=O)C(C)Cl)cc1 (stereo unspecified) returned 12-LOX inh 24% and LDHA inh -1.
COc1ccc2cc(C(=O)N3CCN(c4cccc(C)c4C)CC3)c(C)nc2c1 was read as 12-LOX inh -2% and LDHA inh -1.
Screening O=C(Nc1cccc2cccnc12)C1(c2ccccc2)CCC1 returned 12-LOX inh 25% and LDHA inh 8.
CCc1cccc(CC)c1NC(=O)CCc1ncc(-c2ccccc2)o1 was read as 12-LOX inh 21% and LDHA inh 0.
`CC(=O)NCc1ccc(-c2nc(-c3cccc(C)c3)sc2C)s1` gave 12-LOX inh -5% and LDHA inh -1.
`CCCC(C)NC(=O)c1cccs1` (stereo unspecified) gave 12-LOX inh -11% and LDHA inh -4.
For COc1ccc(C(=O)c2ccccc2)c(OC)c1 the results were 12-LOX inh 0% and LDHA inh -4.
COC(=O)c1cc(S(=O)(=O)N(C)CC(=O)Nc2ccc(Br)c(C)c2)cn1C was read as 12-LOX inh -1% and LDHA inh 2.
For O=C(c1cccnc1)N1CCN(Cc2c[nH]c3ccccc23)CC1 the results were 12-LOX inh inconclusive and LDHA inh -3.
`Cc1cc(C)c(S(=O)(=O)Nc2cccc(-c3cn4ccc(C)cc4n3)c2)c(C)c1` gave 12-LOX inh 4% and LDHA inh -2.
NC(=O)c1ccc(NC(=O)CCc2ncc(-c3c(F)cccc3F)o2)cc1 was read as 12-LOX inh inconclusive and LDHA inh -2.
Screening Cc1nc(Nc2ccc(NC(=O)c3cccs3)cc2)cc(N2CCOCC2)n1 returned 12-LOX inh 12% and LDHA inh 6.
`CC(C)C[C@@H]1CN(CCCC[C@H]2CNC(=O)C(=O)N2CCC2CCCCC2)C(=O)C(=O)N1CCc1ccc(O)cc1` gave 12-LOX inh inconclusive and LDHA inh 2.
For Cc1ccc(S(=O)(=O)N2CCN(C(C)c3nc4ccccc4c(=O)[nH]3)CC2)c(C)c1 (stereo unspecified) the results were 12-LOX inh -41% and LDHA inh -1.
For COc1ccc(C(=O)N2CCN(C(=O)Cc3cc(OC)c(OC)c(OC)c3)CC2)cc1 the results were 12-LOX inh 9% and LDHA inh -4.
For CC(C)c1noc(COc2ccc(C(=O)NC3CCCC3)cc2)n1 the results were 12-LOX inh 22% and LDHA inh 3.
`CC(C)S(=O)(=O)CC(=O)O` gave 12-LOX inh inconclusive and LDHA inh 6.
For COc1ccc(CC(N)c2csc(NC(=O)NCc3ccccc3)n2)cc1 (stereo unspecified) the results were 12-LOX inh inconclusive and LDHA inh -15.
For CCOc1ccc(NC(=O)c2c(NC(=O)CN3CCCC3)sc3c2CCC(C(C)(C)C)C3)cc1 (stereo unspecified) the results were 12-LOX inh 29% and LDHA inh 0.

Screens deposited in PubChem by National Center for Advancing Translational Sciences (NCATS).
